Bioassay records deposited in PubChem by Southern Research Specialized Biocontainment Screening Center.
H1N1 NS1A inhibition: H1N1 influenza NS1A inhibitors, functional cell based assay (AID 504329); NS1A functional cell-based assay, percent inhibition; higher % means a stronger effect; inhibition, % at 12.5 µM, or IC50 in µM where a hit was titrated; 340,000 tested, 0.3% active; in the data active = a potency from the dose series; inconclusive = inhibition above about 27% without an active follow-up result; note: strong numbers were not always called active
PhoP GFP inhibition: PhoP regulon inhibitors, Salmonella typhi PhoP promoter GFP reporter, confirmatory (AID 1850); inhibition, % at 50 µM, or IC50 in µM where a hit was titrated; 310,000 tested, 0.33% active; Salmonella Typhi PhoP-promoter GFP reporter, fluorescence, 4 h; higher % means a stronger effect; in the data active = a potency from the dose series; inconclusive = inhibition mostly from about 25% at the one dose, without a potency; inactive = the rest, 99 in 100 with inhibition below about 19%;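 note: 0% = induced wells with vehicle and 100% = uninduced wells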
tuberculosis growth: growth inhibition of non-replicating M. tuberculosis (AID 488890) | Mycobacterium tuberculosis non-replicating, growth inhibition; higher % means a stronger effect | inhibition, % at 25 µM, or IC50 in µM where a hit was titrated | 320,000 tested, 0.39% active; in the data active = a potency from the dose series; inconclusive = inhibition mostly from about 82% at the one dose, without a potency; inactive = the rest, 99 in 100 with inhibition below about 76%;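 note: plate controls were DMSO cells for no effect and high antibiotic wells for full effect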
inhibitors of VEEV: inhibitors of VEEV TC-83 cytopathic effect, confirmation, Vero cells (AID 588727); inhibition, % at 20 µM, or IC50 in µM where a hit was titrated; Vero cells, VEEV TC-83 cytopathic effect inhibition; higher % means a stronger effect; 350,000 tested, 0.13% active; in the data active = a potency from the dose series; inconclusive = inhibition mostly from about 14% at the one dose, without a potency; inactive = the rest, 99 in 100 with inhibition below about 12%; note: strong numbers were not always called active
H37Rv inhibition: M. tuberculosis growth inhibition, HTS (AID 449762); M. tuberculosis H37Rv growth inhibition, 7H9 media; higher % means a stronger effect; inhibition, % at 25 µM, or IC50 in µM where a hit was titrated; 330,000 tested, 0.59% active; in the data active = a potency from the dose series; inconclusive = inhibition above about 70% without an active follow-up result;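 note: bacterial growth assessed after seven days of incubation; strong numbers were not always called active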
inhibitors of VEEV 10K pilot screen: further read-out of inhibitors of VEEV, marked with its call; inhibition, %; measured here: 10K pilot screen inhibition
Active calls of the source: *; i = inactive; ? = inconclusive; . = no result given. The order is random, and some 1.4% of all compounds hit somewhere here.

SMILES	H1N1 NS1A inhibition	PhoP GFP inhibition	tuberculosis growth	inhibitors of VEEV	H37Rv inhibition	others
O=C(OC(C(=O)Nc1ccc([N+](=O)[O-])cc1Br)c1ccccc1)c1ccccc1 (configuration not stated)	2%	5%	15%	3.8%	3%
CCc1ccc(/C=c2\s/c(=C\C(=O)C(C)(C)C)[nH]c2=O)cc1	-8%	-3%	?	2.7%	?
COc1ccc(OC)c(S(=O)(=O)N2CCN(c3c(C)cccc3C)CC2)c1	6%	1%	62%	0.7%	-2%
COC(=O)c1ccc(C)c(NC(=O)Cn2c(C)csc2=O)c1	-11%	.	11%	2.9%	-4%
Cn1nnnc1SCC1=C(C(=O)O)N2C(=O)C(NC(=O)Cn3nc(C(F)F)cc3C3CC3)C2SC1 (configuration not stated)	-10%	-7%	-3%	1.3%	-10%
CCc1ccc(NS(=O)(=O)c2ccc3[nH]cc(C(=O)N(C)Cc4ccco4)c(=O)c3c2)cc1	-1%	-4%	25%	i	-3%
Brc1cnc2ccccc2c1N1CCCCC1	1%	-13%	12%	1.4%	-2%
CC(C)N1CCN(C(=O)c2ccc(OC3CCN(CCc4ccccc4)CC3)cc2)CC1	-11%	2%	19%	8.2%	6%
CN(C)C(=O)C(=O)c1c(-c2ccccc2)cc2ccccn12	0%	5%	-6%	1.7%	-8%
COc1ccc2cc(-c3[nH]ncc3CN3CCCCO3)ccc2c1	-12%	6%	28%	8.1%	68%
C=CCNC(=O)C1CCCN(S(C)(=O)=O)C1 (configuration not stated)	-10%	-1%	-14%	i	-9%
O=C(Nc1ccc(S(=O)(=O)Nc2ncccn2)cc1)c1ccc(Br)o1	-8%	0%	34%	0.6%	6%
Nc1nc(-c2ccc3ccccc3c2)cs1	0%	-3%	3%	1.3%	68%
O=C(COc1c(Br)cc(Br)c2cccnc12)N1CCCCC1	1%	9%	9.9µM*	5.9%	-1%
CCCCCCCCc1nc(SCC(C)=O)n[nH]1	-5%	7%	?	i	4%
CCCCCNCc1cccc(Br)c1	-11%	-1%	-25%	0.9%	-8%
O=C(COC(=O)/C=C/c1ccco1)Nc1ncc(Cl)cc1Cl	8%	-2%	37%	0.2%	1%
Cc1nn(Cc2ccccc2)c(Cl)c1/C=C/C(=O)OCC(=O)N(C)C1CCS(=O)(=O)C1 (configuration not stated)	-4%	1%	-6%	2.3%	-2%
COc1ccc(C2(C)C(C#N)C(=O)NC(=O)C2C#N)cc1 (configuration not stated)	-1%	.	.	2.1%	.
O=c1cccc2n1CC1CNC[C@H]2C1	6%	-17%	-17%	1.9%	-2%
CCS(=O)(=O)N1CCN(C2Cc3ccccc3C2)CC1	2%	10%	-11%	0.5%	-1%
COc1ccc(C)cc1N1CC(C(=O)Nc2ccccc2C(=O)NC2CC2)CC1=O (configuration not stated)	2%	.	-12%	0.8%	5%
COc1ccc(C2CC(c3cccs3)=NN2S(C)(=O)=O)cc1 (configuration not stated)	-2%	-13%	-3%	0.8%	0%
CCOc1ccccc1N/C(=N/c1nc(C)cc(C)n1)NC(=O)Nc1ccc(Cl)c(Cl)c1	.	-5%	-3%	.	26%
CCOC(=O)CSc1nnc(CSc2nc(N)c3c(C)c(C)sc3n2)n1-c1ccccc1	-8%	5%	43%	2.0%	-7%
O=[N+]([O-])c1cccc(S(=O)(=O)NC2CC3CCC2C3)c1 (configuration not stated)	-6%	5%	-2%	1.0%	0%
CCn1c(O)c(N=Nc2ccc3ccccc3n2)c2ccccc21	-13%	0%	3%	9.2%	-10%
O=[N+]([O-])c1ccc(S(=O)(=O)Nc2ccccn2)cc1	-4%	1%	-5%	0.4%	-7%
CCCOCC1CC2(SC(=Nc3ccc(C)cc3)NC2=O)C(=O)O1 (configuration not stated)	2%	-13%	-1%	3.8%	-5%
N#CC1=C(SCc2ccccc2)NC(=O)CC1c1ccc(O)cc1 (configuration not stated)	2%	-2%	11%	2.1%	-9%
CCOC(=O)c1c(C)[nH]c(C(=O)NNC(=O)c2ccccc2)c1C	21%	9%	21%	3.2%	6%
C=CCN1C(=O)c2ccc(C(=O)N3CCC(C(N)=O)CC3)cc2C1=O	0%	0%	-5%	0.4%	-22%
CC(=O)N1CCN(C(=O)c2cccc(S(=O)(=O)NCc3ccccc3)c2)CC1	6%	-4%	7%	0.8%	-1%
CC(NCc1ccc(F)cc1)C(=O)Nc1cc(S(=O)(=O)N2CCCCC2)ccc1Cl (configuration not stated)	7%	0%	23%	2.9%	-6%
COc1ccc(CC(=O)Nc2ccccc2NC(=O)Cc2ccc(OC)cc2)cc1	-6%	1%	5%	1.3%	1%
Cc1cccc(OCC2=NS(=O)(=O)c3ccccc3N2)c1	-7%	-7%	-2%	0.3%	-4%
Cc1ccc(S(=O)(=O)[N-]c2nc3ccccc3nc2-n2cc[n+](Cc3ccccc3)c2)cc1	-4%	1%	30%	0.4%	-5%
Cn1cc(Br)c(C(=O)Nc2sc3c(c2C(N)=O)CCC3)n1	-1%	-2%	12%	8.5%	-6%
O=C(O)c1cccc(S(=O)(=O)Nc2ccccc2N2CCOCC2)c1	-7%	-7%	-3%	2.9%	6%
CN(C)CCCNCC(=O)Nc1ccc(Cl)cc1C(=O)c1ccccc1	5%	6%	26%	i	-1%
CCC(=O)N1CCc2cc(S(=O)(=O)NCCCN3CCN(Cc4ccccc4)CC3)ccc21	2%	25%	2%	i	-3%
Cn1cccc1Cc1nnc(SCC(=O)NC2CCCCC2)n1-c1ccc(F)cc1	6%	0%	5%	i	-6%
CC1CCCN(C(=O)CN2C(=O)c3ccccc3C2=O)C1 (configuration not stated)	-1%	0%	0%	1.0%	-13%
CC12CCCCC1N(O)C(=O)C(=O)N2O (configuration not stated)	0%	-4%	7%	0.5%	1%
Cc1cccc(N2CN(S(=O)(=O)c3cccc([N+](=O)[O-])c3)c3nc4ccccc4nc32)c1	-19%	.	2%	0.8%	1%
CC1CCC2C(=O)N(c3cccc(C(=O)Nc4ccccc4Cl)c3)C(=O)C2C1 (configuration not stated)	-4%	-9%	-6%	2.2%	-16%
COc1ccc(NC(=O)CSc2nnc(-c3ccco3)n2N)cc1Cl	-2%	4%	13%	0.8%	47%
Cc1[nH]c2ccccc2c1/C=N/NS(=O)(=O)c1ccccc1	6%	-23%	2%	3.5%	4%
CN(N=Cc1cccc2cccnc12)c1ccc([N+](=O)[O-])cc1[N+](=O)[O-]	-18%	.	.	0.8%	.
CCc1ccc(NC(=O)N(Cc2cccnc2)Cc2ccco2)cc1	20%	-1%	1%	i	-17%	inhibitors of VEEV 10K pilot screen=0.4
O=C(Nc1ccc(N2CCOCC2)cc1)c1cc(F)c(F)cc1Cl	-4%	-3%	-27%	0.3%	-4%
O=C(NCc1ccccn1)c1cn(Cc2ccccc2)nn1	0%	-3%	-10%	i	-3%
C=C(C)c1ccc(C(C)(C)NC(=O)N2CCN(C)CC2)cc1	-4%	-5%	58%	0.2%	1%
CCC(C)NC(=O)c1cc2cc3ccc(OC)cc3nc2o1 (configuration not stated)	-3%	-10%	59%	8.1%	10%
Cc1ccccc1NC(=O)c1ccc2c(c1)CCN2S(C)(=O)=O	-6%	-4%	-14%	0.5%	-7%
CC(C)(C)NC(=O)C(c1ccncc1)N(C(=O)Cn1nnc(-c2ccc(F)cc2)n1)c1ccccc1 (configuration not stated)	-6%	3%	-14%	3.4%	-2%
O=C(O)CCCCC1SCC2NC(=O)NC21 (configuration not stated)	22%	10%	-12%	0.9%	-6%
CSc1ccccc1NC(=O)COC(=O)c1ccc(O)cc1	9%	1%	41%	0.9%	-2%
Cc1ccc(Sc2ccc(C(=O)N(C)C)cc2[N+](=O)[O-])cc1	7%	-11%	28%	3.1%	-4%
CNC(=S)N/N=C/c1cn(Cc2ccc(C)cc2)c2ccccc12	22%	3%	-20%	i	3%	inhibitors of VEEV 10K pilot screen=3.1

The closing seven compounds of the section above lead into the next.
SMILES	H1N1 NS1A inhibition	PhoP GFP inhibition	tuberculosis growth	inhibitors of VEEV	H37Rv inhibition	others
CCC(C)NC(=O)c1cc2cc3ccc(OC)cc3nc2o1 (configuration not stated)	-3%	-10%	59%	8.1%	10%
Cc1ccccc1NC(=O)c1ccc2c(c1)CCN2S(C)(=O)=O	-6%	-4%	-14%	0.5%	-7%
CC(C)(C)NC(=O)C(c1ccncc1)N(C(=O)Cn1nnc(-c2ccc(F)cc2)n1)c1ccccc1 (configuration not stated)	-6%	3%	-14%	3.4%	-2%
O=C(O)CCCCC1SCC2NC(=O)NC21 (configuration not stated)	22%	10%	-12%	0.9%	-6%
CSc1ccccc1NC(=O)COC(=O)c1ccc(O)cc1	9%	1%	41%	0.9%	-2%
Cc1ccc(Sc2ccc(C(=O)N(C)C)cc2[N+](=O)[O-])cc1	7%	-11%	28%	3.1%	-4%
CNC(=S)N/N=C/c1cn(Cc2ccc(C)cc2)c2ccccc12	22%	3%	-20%	i	3%	inhibitors of VEEV 10K pilot screen=3.1
COC(=O)c1[nH]c2ccc(Br)cc2c1NC(=O)CN1CCCc2ccccc21	-36%	1%	35%	2.1%	7%
COc1ccc(OC)c(CNC(=O)CCc2cn(C)c3ccccc23)c1	9%	3%	5%	0.6%	9%
CC(C)(C)C1CCc2nc(NC(=O)Cc3cn4ccsc4n3)sc2C1 (configuration not stated)	8%	6%	69%	7.3%	15µM*
O=C(CSc1cn(CCNC(=O)c2c(F)cccc2F)c2ccccc12)NCC1CCCO1 (configuration not stated)	-4%	1%	-7%	9.3%	-2%
Cc1ccc(S(=O)(=O)NCCC(=O)NCCc2ccccc2)cc1	-4%	.	.	0.2%	.
C/C(=C\c1ccccc1)CN1CCN(C)CC1	-3%	-3%	0%	i	-1%
N#Cc1cccc(C(=O)Nc2ccccc2C(=O)NC2CC2)c1	-3%	.	.	0.7%	.
CCOC(=O)c1c(NC(=O)CSc2nnnn2-c2ccccc2)sc2c1CCC(C)C2 (configuration not stated)	4%	14%	2%	3.4%	0%
CN(C)S(=O)(=O)c1ccc2c(c1)c(=O)c(C(=O)N1CCN(c3ccccn3)CC1)cn2C	2%	-8%	-17%	0.1%	-1%
Cc1nc(NC(=O)CCC(=O)O)sc1C(=O)N(C)C	2%	-2%	-10%	1.3%	0%
O=C(Nc1c(C(=O)N2CCCC2)cnn1-c1ccccc1)c1cccc(F)c1	-12%	3%	0%	i	-3%
COc1ccccc1-n1c(SCC(=O)O)nc2c(sc(=S)n2-c2ccc(Cl)c(C)c2)c1=O	25%	1%	2%	0.2%	10%
CCn1c(CCNC(=O)c2cccs2)nnc1SCC(=O)Nc1cccc(Cl)c1	21%	5%	33%	3.0%	-5%
COc1cc(C(=O)N(Cc2ccccn2)CC2CCCO2)cc(OC)c1OC (configuration not stated)	-3%	-1%	-13%	i	-7%
CCOC(=O)C1CCCN(S(=O)(=O)c2cccc3cccnc23)C1 (configuration not stated)	9%	1%	-4%	1.4%	-5%
COc1cccc(C(=O)N/N=C/c2ccc(OC3CSC3)cc2)c1	22%	-11%	5%	i	5%
Cc1ccc(NC(=O)CN(C)C(=O)CSc2n[nH]c(N)n2)cc1	26%	0%	7%	i	-6%
Cc1cccc(C)c1NC(=S)NCCc1ccccn1	4%	-6%	-10%	1.9%	3%
Cc1cc(C(=O)OCC(=O)NCc2ccco2)c(C)o1	8%	2%	18%	0.2%	8%
CC(=O)OCC(=O)C1(O)CCC2C3CCC4C(OC(C)=O)C(=O)CCC4(C)C3C(=O)CC21C (configuration not stated)	-2%	.	.	0.1%	.
COc1ccc(C(=O)COC(=O)c2ccc(NC(C)=O)cc2)cc1[N+](=O)[O-]	-9%	13%	12%	3.0%	-4%
Cn1nc([N+](=O)[O-])c(C(C#N)c2nc3ccccc3n2C)c(Cl)c1=O (configuration not stated)	4%	1%	65%	?	5%
CSc1nnc(-c2sccc2-n2cccc2)o1	5%	-5%	2%	0.6%	1%
COCCNC(=O)CN1CCCCCC1	-2%	7%	-4%	0.6%	-2%
CC(C)(C)NC(=O)CSCc1ccc(Br)cc1	3%	-1%	7%	i	-3%
Cc1nn(CC#N)c(=O)n1-c1cccc(F)c1	-5%	9%	1%	1.8%	-4%
Cc1cc(NCc2ccccn2)n2nc(C)c(-c3ccc(Cl)cc3)c2n1	-7%	5%	1.9µM*	2.1%	?
